High-throughput results: PubChem, several laboratories
AHR activator: activates the human aryl hydrocarbon receptor | P35869 | activation, % at 5 µM | AID 2796 | actives 2.5% (n = 320,000) | AHR-responsive luciferase reporter cells, luminescence; in the data active = activation above about 47%;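 note: 0% = vehicle wells and 100% = reference agonist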
Target sequence (P35869 whole entry, looked up): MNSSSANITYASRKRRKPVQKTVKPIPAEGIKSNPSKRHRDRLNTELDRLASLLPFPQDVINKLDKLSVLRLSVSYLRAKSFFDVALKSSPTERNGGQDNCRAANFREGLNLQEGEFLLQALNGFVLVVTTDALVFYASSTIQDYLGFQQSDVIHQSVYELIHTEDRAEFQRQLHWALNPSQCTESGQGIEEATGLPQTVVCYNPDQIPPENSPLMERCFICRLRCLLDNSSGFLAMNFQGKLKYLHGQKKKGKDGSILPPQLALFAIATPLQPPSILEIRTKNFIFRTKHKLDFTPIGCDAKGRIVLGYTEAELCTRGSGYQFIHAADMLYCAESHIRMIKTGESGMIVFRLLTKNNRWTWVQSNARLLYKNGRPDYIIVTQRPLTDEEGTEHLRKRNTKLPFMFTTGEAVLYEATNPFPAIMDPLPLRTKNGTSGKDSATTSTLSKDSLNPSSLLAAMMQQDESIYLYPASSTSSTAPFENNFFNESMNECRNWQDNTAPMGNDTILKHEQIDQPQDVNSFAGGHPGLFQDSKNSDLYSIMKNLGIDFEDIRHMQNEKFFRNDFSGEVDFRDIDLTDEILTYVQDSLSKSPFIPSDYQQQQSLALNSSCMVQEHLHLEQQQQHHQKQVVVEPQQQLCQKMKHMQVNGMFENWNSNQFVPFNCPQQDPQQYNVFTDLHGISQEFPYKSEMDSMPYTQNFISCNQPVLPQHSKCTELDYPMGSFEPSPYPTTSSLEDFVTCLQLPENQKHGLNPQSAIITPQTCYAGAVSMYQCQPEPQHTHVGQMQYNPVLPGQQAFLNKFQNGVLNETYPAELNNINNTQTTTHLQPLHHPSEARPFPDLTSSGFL
EBNA-1 inh: blocks EBNA-1 binding to DNA; actives 0.34% (n = 300,000); inhibition, % at 14.8 µM; EBNA-1 DNA binding, fluorescence polarization; AID 1950; in the data active = inhibition above about 28%
ZTA counter: counter-screen for EBNA-1 inhibitors: inhibitors of Epstein-Barr virus ZTA | P03206 | ZTA-DNA binding, fluorescence polarization | inhibition, % at 11 µM | actives 0.15% (n = 320,000); in the data active = inhibition above about 33%
RPL19A TOR yeast: modulators of TOR pathway RPL19A-GFP in S. cerevisiae | actives 0.3% (n = 330,000) | S. cerevisiae RPL19A-GFP strain, flow cytometry, 3 h; stronger effect = lower value | percent response vs DMSO, % at 10 µM;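 active = percent response vs DMSO below 50%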;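 note: median channel GFP fluorescence of the barcoded RPL19A-GFP strain; ratio of sample median GFP to plate DMSO average so 100% = DMSO; lower means less RPL19A-GFP as with rapamycin TOR inhibition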
procasp3 activ: activators of human procaspase-3; P42574; AID 463141; recombinant procaspase-3 D3A, Ac-DEVD-pNA absorbance 405 nm; actives 0.11% (n = 330,000); activation, % at 8.5 µM;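 active = activation above the mean of all tested compounds plus 3 SD, cut at about 21% in these data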;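 note: 0% = DMSO alone and 100% = DMSO wells spiked with extra 5 µM PC-3 D3A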
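Test system: Procaspase-3 D3A mutant, all three cleavage aspartates alanine | Dosing: Single dose, 8.5 µM nominal compound, 0.8% DMSO | Schedule: 1 h preincubation, 2 h reaction | Technique: 405 nm absorbance of p-nitroaniline, reads at 0 and 120 min | Repeats: One well per compound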
procasp7 counter: counter-screen: procaspase-7 (human) activation; actives 0.093% (n = 330,000); recombinant procaspase-7, Ac-DEVD-pNA absorbance 405 nm; D23A/D198A/D206A triple mutant, cannot self-cleave; scale: DMSO 0, 5 µM enzyme 100; activation, % at 8.5 µM; AID 463210; P55210;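 active = percent activation above the screen-wide mean plus 3 SD, cut at about 25% in these data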
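Detection: p-Nitroaniline absorbance at 405 nm, read at 0 and 120 min; system: Uncleavable procaspase-7 mutant enzyme; evaluation: % activation from two-timepoint absorbance difference, scaled to controls; times: 1 h enzyme–compound preincubation and 2 h substrate reaction, both 25 °C; buffer or medium: Zinc-free HEPES pH 7.4 with 300 mM NaCl, 0.01% Triton X-100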
MEP2-GFP yeast: yeast TOR pathway MEP2-GFP modulation | S. cerevisiae MEP2-GFP strain, flow cytometry GFP, 3 h; 100% = DMSO control level | GFP response vs DMSO, % at 10 µM | actives 0.51% (n = 330,000);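 active = GFP response versus DMSO above a set limit, roughly screen mean plus 3 SD, cut at about 180% in these data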;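 note: median GFP fluorescence of the barcode-gated MEP2-GFP cells per well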
LAP4-GFP MLPCN: alters LAP4-GFP fluorescence in TOR pathway yeast screen; GFP response vs DMSO, % at 10 µM; S. cerevisiae LAP4-GFP multiplex, flow cytometry GFP, 3 h; median GFP as percent of DMSO wells; actives 0.34% (n = 320,000);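 active = GFP response vs DMSO above a set limit, about the screen mean plus 3 SD, cut at about 150% in these data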
* marks the source's active call; other numbers are inactive results; . = no result given. No enrichment for hits; any-hit rate near 3.8%.

nr	SMILES	AHR activator	EBNA-1 inh	ZTA counter	RPL19A TOR yeast	procasp3 activ	procasp7 counter	MEP2-GFP yeast	LAP4-GFP MLPCN
1	O=C(Cn1cnc2cc([N+](=O)[O-])ccc2c1=O)NC(=O)NCc1ccccc1	5	-1	-19	104	-5	-3	100	105
2	CCN(CC(=O)Nc1ccc(NC(C)=O)cc1)C(=O)c1ccc(=O)n(C)n1	-1	.	12	98	-5	5	96	104
3	O=C(NCc1nnc(SCC(=O)N2CCC(Cc3ccccc3)CC2)o1)c1ccco1	1	1	8	109	5	2	98	95
4	C/C(=N\OCC(=O)Nc1ccc2c(c1)OCCO2)c1ccc2c(c1)OCCO2	10	-4	-21	107	5	3	106	95
5	COc1ccc2c(=O)c(-c3ccccc3C)c(C)oc2c1	-1	3	7	95	-9	5	92	99
6	O=C(Cn1cc(C(=O)c2cccs2)c2ccccc21)NCc1cccs1	3	6	12	99	7	-2	101	96
7	Cc1ccccc1NC(=O)C(=O)NCc1ccccn1	-9	5	-15	96	6	-1	94	99
8	CC(C)OC(=O)c1c(-c2ccc(C(C)C)cc2)csc1NC(=O)C1CCCO1 (stereo not given)	1	-6	-5	101	3	5	109	100
9	CN(Cc1ccccn1)Cc1nc(COc2ccccc2)no1	12	2	-5	103	5	8	94	89
10	CN(CCCNC(=O)c1cccc(N2CCCC2=O)c1)c1ccccc1	2	-10	1	101	5	0	107	101
11	Cc1ccc(CN(CC(=O)N/N=C/c2ccco2)S(=O)(=O)c2ccc(C)cc2)cc1	1	9	-9	102	-4	7	97	110
12	CCOC(=O)CSc1nc2c(c(=O)[nH]c(=O)n2C)n1Cc1ccccc1	-1	11	-2	99	1	4	100	90
13	COc1cccc(-n2c(SC)nnc2-c2c[nH]c3ccccc23)c1	38	11	-9	103	5	-8	99	103
14	O=C(CSc1ccccc1)NCC1(N2CCOCC2)CCCCC1	0	-6	9	95	-4	0	95	99
15	Cc1ccnc(N2C(=O)C3C4CC(C(Br)C4Br)C3C2=O)c1 (stereo not given)	2	-20	-22	97	8	1	102	95
16	CCN1CCN(c2oc(/C=C/c3ccccc3)nc2C#N)CC1	14	6	-1	96	-1	10	91	104
17	C/C=C/c1ccc(OCC(=O)Nc2cc(C(F)(F)F)ccc2N2CCOCC2)c(OC)c1	7	-1	-4	101	-2	-4	89	89
18	Cc1nn(-c2ccccc2)c(C)c1/C=N/n1c(-c2ccccc2Br)n[nH]c1=S	51*	15	-7	97	-3	-13	95	110
19	Cc1ccc2nc(-c3ccc(NC(=O)CN(C)S(=O)(=O)c4ccccc4)cc3)sc2c1	-4	73*	-4	100	0	-13	112	112
20	CCCCCCSc1ccc([C@H]2N[C@@](Cc3ccccc3)(C(=O)OC)[C@H]3C(=O)N(C)C(=O)[C@@H]23)cc1	3	6	4	103	-11	-3	97	128
21	CC(NC(=S)N1CCN(c2ccccc2)CC1)c1ccccc1 (stereo not given)	2	0	-6	101	0	6	108	106
22	Cc1cccc(NCc2cc(Cl)cc(Cl)c2O)n1	2	8	9	98	4	3	104	131
23	O=C(CSc1ccc(-c2ccco2)nn1)NCCc1ccccc1	2	-11	-11	99	-19	-29	94	103
24	Cc1ccc(C2Nc3cccc4cccc(c34)N2)s1	23	-2	-1	91	-9	-9	100	104
25	CCCCn1c(N)c(N(CC(C)C)C(=O)CCCc2nc3ccccc3s2)c(=O)[nH]c1=O	-1	4	-5	91	5	-6	93	96
26	CN(Cc1ccccc1)C(=O)COC(=O)COc1ccc(C#N)cc1	0	6	0	102	7	9	105	104
27	Cc1cc(-n2c(C)cc(C(=O)CSc3nc(N)cc(=O)[nH]3)c2C)no1	4	4	11	105	0	1	109	105
28	COCCN(C(=O)Cc1cccs1)c1nnc(-c2cccnc2)s1	-3	8	9	100	-5	13	90	88
29	COc1ccc(CNC(=O)c2c(-c3cc(Cl)c(OC)c(Cl)c3)noc2C)cc1	-1	-5	2	98	-1	13	99	92
30	O=C(O)c1cc(S(=O)(=O)N2CCCCC2)sc1Cl	-1	15	-1	99	4	7	96	94
31	COc1cc(C)nc(OCCNC(=O)COc2ccc(Cl)cc2C)n1	11	-9	-4	94	-11	3	101	97
32	CCOc1ccc(Cc2nnc(SCC(=O)Nc3ccc(OC)cc3)n(N)c2=O)cc1	9	10	2	101	13	4	96	104
33	Cn1c(=O)c2c(SCC(=O)NCc3ccco3)nc(CC(C)(C)C)nc2n(C)c1=O	-2	-13	-4	100	-13	3	96	96
34	COc1cccc(/C=C/C(=O)OCC(=O)Nc2cc(C(F)(F)F)ccc2Cl)c1	-3	-5	-8	102	1	-5	103	89
35	C=CCn1c(CCn2c3ccccc3c3ccccc32)n[nH]c1=S	16	10	0	96	-25	-28	107	86
36	NS(=O)(=O)c1cccc(NC(=O)CN2CCc3ccccc32)c1	9	-8	6	104	-2	11	108	99
37	O=S(=O)(NCC1COc2ccccc2O1)c1ccc2ccccc2c1 (stereo not given)	1	3	10	95	2	-10	95	83
38	Cc1scc(C(=O)NNC(=S)NC(C)c2ccccc2)c1C (stereo not given)	0	-5	-7	98	-16	-10	91	88
39	COCCNC(=O)C(c1ccc(OC)cc1)N(Cc1ccco1)C(=O)CCC(=O)Nc1ccccn1 (stereo not given)	-2	-3	10	101	10	-1	105	92
40	COc1ccc(C2C(C(C)=O)=C(C)Nc3ncnn32)cc1[N+](=O)[O-] (stereo not given)	-2	-14	0	105	-1	6	107	90

One compound at a time, as listed above. Values in the order: AHR activator, EBNA-1 inh, ZTA counter, RPL19A TOR yeast, procasp3 activ, procasp7 counter, MEP2-GFP yeast, LAP4-GFP MLPCN
O=C(CSc1ccc(-c2ccco2)nn1)NCCc1ccccc1 reads 2, -11, -11, 99, -19, -29, 94, 103
CCN1CCN(c2oc(/C=C/c3ccccc3)nc2C#N)CC1 reads 14, 6, -1, 96, -1, 10, 91, 104
COc1cccc(/C=C/C(=O)OCC(=O)Nc2cc(C(F)(F)F)ccc2Cl)c1 reads -3, -5, -8, 102, 1, -5, 103, 89
COc1ccc(C2C(C(C)=O)=C(C)Nc3ncnn32)cc1[N+](=O)[O-] (stereo not given) reads -2, -14, 0, 105, -1, 6, 107, 90
COc1ccc(CNC(=O)c2c(-c3cc(Cl)c(OC)c(Cl)c3)noc2C)cc1 reads -1, -5, 2, 98, -1, 13, 99, 92

Next section:
nr	SMILES	AHR activator	EBNA-1 inh	ZTA counter	RPL19A TOR yeast	procasp3 activ	procasp7 counter	MEP2-GFP yeast	LAP4-GFP MLPCN
41	COc1ccc(NC(=O)CSc2nccn2Cc2ccccc2)cc1	3	7	5	97	-7	-17	97	91
42	CCC(C)NC(=O)C1CCN(S(=O)(=O)c2cccc3nonc23)CC1 (stereo not given)	0	-4	-19	100	5	-7	113	102
43	COc1cccc(C(=O)Nc2ccc(NC(=O)C3CCCCC3C(=O)O)cc2)c1 (stereo not given)	20	1	0	94	5	-13	99	107
44	O=C(COc1ccc2ccccc2c1)NCC1CCCO1 (stereo not given)	7	6	6	103	1	4	94	96
45	CC(C)CN(C(=O)CN1C(=O)NC2(CCc3ccccc32)C1=O)C1CCS(=O)(=O)C1 (stereo not given)	11	.	-3	92	4	8	95	91
46	COc1cccc(C2=NOC(C(=O)NCc3cccs3)C2)c1 (stereo not given)	7	-6	2	95	2	-2	98	99
47	CCCCN(C)CCCNC(=O)CN1C(=O)COc2ccc(S(=O)(=O)N3CCOCC3)cc21	-2	3	13	103	9	3	111	95
48	Cc1ccc(/C(O)=C2/C(=O)C(=O)N(CCN3CCOCC3)C2c2ccccn2)cc1 (stereo not given)	7	-4	3	101	-5	-20	99	96
49	Cc1ccc(C(=O)COC(=O)CNC(=O)c2ccc(Br)o2)cc1[N+](=O)[O-]	2	12	6	98	-3	4	99	107
50	CCCc1cc2c(=O)c(-c3ccccn3)c(C)oc2cc1O	65*	-7	-15	97	4	0	103	94
51	c1ccc(CN2CCC(Nc3nc(-c4cccnc4)nc4ccccc34)CC2)cc1	6	-7	-26	96	0	3	101	92
52	CC(C)(C)OC(=O)NNC(=O)Nc1ccccc1C(F)(F)F	4	1	2	90	11	2	99	87
53	O=C(COC(=O)Cc1ccc(Cl)cc1)NCc1ccco1	0	.	.	102	8	-3	104	93
54	O=C(CNC(=O)c1cccs1)OCc1ccc(Cl)cc1	-3	7	18	101	3	0	105	110
55	CCCN(CCC)CCCNC(=O)c1ccc2c(Cl)c3c(nc2c1)CCC3	5	-6	-6	110	0	0	110	107
56	COC(=O)c1cc(-c2ccc(OC)cc2)on1	0	-7	-12	97	2	7	100	104
57	Cc1ccc(-c2csc(/C=C3\SC(C)C(=O)N3CC(=O)Nc3ccccc3F)n2)cc1 (stereo not given)	6	20	11	104	5	0	105	108
58	O=C(Nc1cccc(-c2nn[nH]n2)c1)c1ccc(Br)s1	-1	-1	5	102	2	8	99	96
59	N#Cc1c(-c2ccc(Cl)cc2)ccn2nc(CCC(=O)O)nc12	1	-3	13	90	-9	8	92	100
60	Cc1nn(CC(=O)NNC(=O)c2cccc(Br)c2)c(C)c1[N+](=O)[O-]	2	3	2	99	-1	-10	98	117

Only LAP4-GFP MLPCN and procasp3 activ (three entries from above):
| nr | Compound | LAP4-GFP MLPCN | procasp3 activ |
| --- | --- | --- | --- |
| 50 | CCCc1cc2c(=O)c(-c3ccccn3)c(C)oc2cc1O | 94 | 4 |
| 58 | O=C(Nc1cccc(-c2nn[nH]n2)c1)c1ccc(Br)s1 | 96 | 2 |
| 52 | CC(C)(C)OC(=O)NNC(=O)Nc1ccccc1C(F)(F)F | 87 | 11 |

Random excerpt: 2 entries already listed
nr	SMILES	AHR activator	EBNA-1 inh	ZTA counter	RPL19A TOR yeast	procasp3 activ	procasp7 counter	MEP2-GFP yeast	LAP4-GFP MLPCN
42	CCC(C)NC(=O)C1CCN(S(=O)(=O)c2cccc3nonc23)CC1 (stereo not given)	0	-4	-19	100	5	-7	113	102
59	N#Cc1c(-c2ccc(Cl)cc2)ccn2nc(CCC(=O)O)nc12	1	-3	13	90	-9	8	92	100
